12-LOX inh = Primary qHTS assay for inhibitors of human arachidonate 12S-lipoxygenase (ALOX12): Round 2. Polyunsaturated fatty acid lipoxygenase ALOX12 (Homo sapiens), P18054. purified 12hLO, xylenol orange hydroperoxide absorbance. Potency, µM (doses to about 108 µM), without a hit: top-dose activity change, negative = inhibition, usual class: inhibitors. 1.1% of 580,000 active. AID 1671190, 2021; further: potency means the concentration at half of the fitted maximal effect; on the % scale 0 is the no-effect control and ±100 the full control effect
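Purified human 12hLO (150 nM final) in 25 mM Hepes, 0.01% Triton X-100, pH 7.0 was preincubated 15 min at room temperature with compound. Then 40 uM arachidonic acid was added, 30 min. Hydroperoxide was read by Fe-XO absorbance ratio 573/405 nm.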
RGS4 inh = Inhibitors of Regulator of G Protein Signaling (RGS) 4: qHTS; Transcreener GDP fluorescence polarization, RGS4-accelerated GTP hydrolysis; Potency, µM (doses to about 114 µM), for the others: at the highest dose activity change, negative = inhibition, usual class: inhibitors; 0.039% of 390,000 active; AID 504845, 2011; further: potency means the concentration at half of the fitted maximal effect; on the % scale 0 is the no-effect control and ±100 the full control effect; nearly all actives have a fitted effect of over 75% in size; some results filed as inactive show a strong effect at the top dose
Target sequence (P49798 whole entry, looked up): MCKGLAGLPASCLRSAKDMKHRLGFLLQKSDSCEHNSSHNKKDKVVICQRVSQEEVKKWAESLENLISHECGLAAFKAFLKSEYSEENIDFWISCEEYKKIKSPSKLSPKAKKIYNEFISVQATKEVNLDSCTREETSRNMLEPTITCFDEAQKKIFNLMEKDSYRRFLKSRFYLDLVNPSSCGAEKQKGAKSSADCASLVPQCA
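MLSMR compounds (23 nl, pin-transferred) preincubated 10 min at room temperature with a 500nM (2x) first reagent, then RGS4 at 900nM (2x) plus Transcreener GDP mix added; fluorescence polarization (620/688 nm) read before and after 90 min at 30 °C.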
LDHA block = qHTS assay for inhibitors of human lactate dehydrogenase; L-lactate dehydrogenase A chain (Homo sapiens), P00338; purified LDHA, NADH/diaphorase-resazurin fluorescence; active compounds read low; activity change, % (values are at about 110 or 230 µM); 0.15% of 480,000 active; AID 1347041, 2019; in the data active means activity change below about -30%; inconclusive means mostly about -25% to -30%;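 further: plate controls were DMSO wells for no effect and wells without enzyme for full effect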
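Human LDH5 at 2 nM final in Tris HCl pH 7.4 with 0.06 mM NADH and 0.2 mM pyruvate, reacted 5 minutes at room temperature. Remaining NADH coupled via diaphorase/resazurin; resorufin fluorescence read at 0 and 20 minutes, normalized to enzyme-free and DMSO wells.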
ERG Ets-DNA blk = qHTS for Small Molecule Inhibitors of the ERG Ets/DNA interaction; Transcriptional regulator ERG (Homo sapiens), P11308; fluorescence polarization, His-ERG Ets domain / labelled DNA; Potency, µM (top dose mostly 76.9 µM), for inactives: top-dose FP activity, negative = inhibition, actives largely listed as inhibitors; 0.028% of 370,000 active; AID 624246, 2012; active means well fitted inhibition curve with a large enough effect in the polarisation, with a control signal flat; inconclusive means small, poorly fitted or top-dose-only effect, or effect the other way, or a change in a side signal; inactive means no such curve, though single readings can be large or run the other way; the % refers to the polarisation;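 further: polarization taken with two DNA probes labelled with fluorescein and Texas red; potency means the concentration at half of the fitted maximal effect; % of control where 0% means no effect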
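His-tagged ERG Ets domain (1 uM in the protein solution; 300mM KCl, 50mM Tris-HCl, 1mM EDTA, 1mM DTT, pH 7.5) received compound, then a probe mix of 5 nM fluorescein-DNA and 100nM Texas-615-DNA. Fluorescence polarization was read for both dyes.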
Anesthetic bind = qHTS Assay for Identification of Novel General Anesthetics | Ferritin light chain (Equus caballus), P02791 | apoferritin/1-aminoanthracene competitive binding, fluorescence | Potency, µM (doses to about 77.5 µM), inactives show at the highest dose activity change, negative = displacement, usual class: inhibitors | 0.074% of 350,000 active | AID 485281, 2010; further: potency means the concentration at half of the fitted maximal effect; on the % scale 0 is the no-effect control and ±100 the full control effect; nearly all actives have a fitted effect of over 20% in size
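Read-out: endpoint 1-AMA fluorescence, excitation 380 nm and emission 535 nm, after compounds sit 10 min at room temperature with 10 uM horse-spleen apoferritin in 50% saturated 1-AMA/PBS. Values come from four-parameter Hill fits.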
Pol eta inh = qHTS for Inhibitors of Polymerase Eta | DNA polymerase eta (Homo sapiens), Q9Y253 | recombinant Pol eta, fluorescent DNA replication assay | Potency, µM (series often up to 114 µM), for the others: at the highest dose activity change, negative = inhibition, hits mostly inhibitors | 1.2% of 390,000 active | AID 588591, 2011; further: potency means the concentration at half of the fitted maximal effect; on the % scale 0 is the no-effect control and ±100 the full control effect
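Pol eta (10 nM) was preincubated with compounds for 15 min at room temperature, after which fluorescent replication substrate (50 nM final) was added to start the reaction. Fluorescence was read kinetically at 0 and 10 min.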
APE1 inh = qHTS Assay for Inhibitors of the Human Apurinic/apyrimidinic Endonuclease 1 (APE1). recombinant APE1, TAMRA/BHQ-2 abasic DNA cleavage fluorescence. Potency, µM (highest dose often 65.8 µM), inactives show at the top dose activity change, negative = inhibition, most hits filed as inhibitors. AID 2517, 2012. 0.35% of 350,000 active;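 further: potency means the concentration at half of the fitted maximal effect; plate controls were vehicle for no effect and reference inhibitor for full effect; nearly all actives have a fitted effect of over 55% in size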
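Readout is kinetic fluorescence (ex 525, em 598 nm) from cleavage of 50 nM TAMRA/BHQ-2 THF abasic duplex by 0.75 nM APE1, compound added 15 min beforehand at RT.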
POLB inh = qHTS Assay for Inhibitors of DNA Polymerase Beta. P06746. Pol beta primer extension/strand displacement, fluorescence kinetic. Potency, µM (doses to about 114 µM), inactives show top-dose activity change, negative = inhibition, hits mostly inhibitors. 1.3% of 340,000 active. AID 485314, 2010; further: potency means the concentration at half of the fitted maximal effect; on the % scale 0 is the no-effect control and ±100 the full control effect
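Curves were derived by four-parameter Hill fits of normalized qHTS data. The kinetic fluorescent primer-extension read was taken at 0 and 10 min after 50 nM substrate, following a 15 min room-temperature preincubation of 10 nM enzyme with compounds.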
POLK inh = qHTS for Inhibitors of Polymerase Kappa; Potency, µM (top dose mostly 107 µM), inactives show top-dose activity, negative = inhibition, actives largely listed as inhibitors; 0.53% of 400,000 active; purified Pol kappa, fluorescent DNA synthesis assay, 10 min; DNA polymerase kappa (Homo sapiens), Q9UBT6; further: potency means the concentration at half of the fitted maximal effect; on the % scale 0 is the no-effect control and ±100 the full control effect
Target sequence (Q9UBT6 whole entry, looked up): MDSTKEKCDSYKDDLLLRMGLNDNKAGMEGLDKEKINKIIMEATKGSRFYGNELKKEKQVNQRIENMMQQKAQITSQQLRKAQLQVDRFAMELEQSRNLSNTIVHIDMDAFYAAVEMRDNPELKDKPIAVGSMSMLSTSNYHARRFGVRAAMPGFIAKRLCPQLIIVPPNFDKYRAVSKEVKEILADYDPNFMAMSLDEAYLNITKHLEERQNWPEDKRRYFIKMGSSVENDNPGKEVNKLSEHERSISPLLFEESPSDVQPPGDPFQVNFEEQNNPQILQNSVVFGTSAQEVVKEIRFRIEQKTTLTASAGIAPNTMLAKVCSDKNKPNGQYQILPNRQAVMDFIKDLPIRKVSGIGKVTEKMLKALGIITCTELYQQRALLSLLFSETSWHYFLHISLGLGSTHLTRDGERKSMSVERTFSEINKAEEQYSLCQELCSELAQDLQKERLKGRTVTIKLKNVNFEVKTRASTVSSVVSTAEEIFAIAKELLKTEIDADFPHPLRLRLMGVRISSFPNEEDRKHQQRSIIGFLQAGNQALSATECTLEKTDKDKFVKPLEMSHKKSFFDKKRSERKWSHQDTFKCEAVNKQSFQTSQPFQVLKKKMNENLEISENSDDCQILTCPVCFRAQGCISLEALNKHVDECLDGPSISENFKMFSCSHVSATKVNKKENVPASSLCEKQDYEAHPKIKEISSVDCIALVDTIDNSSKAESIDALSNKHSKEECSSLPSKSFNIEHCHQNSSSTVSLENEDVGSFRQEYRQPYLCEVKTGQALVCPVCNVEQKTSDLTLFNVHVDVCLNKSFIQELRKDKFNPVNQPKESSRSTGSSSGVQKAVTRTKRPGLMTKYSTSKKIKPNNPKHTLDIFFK
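Activity was followed as the change in fluorescence between reads at 0 and 10 min after starting the reaction with 50 nM substrate. Beforehand, 10 nM polymerase had been preincubated with compound for 15 min at room temperature.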
* hit, by the source's call; ? = inconclusive; / = no result given; & = joins results of further samples; [ ] = dose if it differs, or a comment. Unless noted, the call rests on the fitted dose curve; in most records, active means well fitted curve in the direction sought with a large enough effect; inconclusive means small, poorly fitted or top-dose-only effect, or another doubt; inactive means no such curve, though single readings can be large; an effect the other way counts as inactive or inconclusive. A portion of the library, so the mix of outcomes need not match the whole.

item	SMILES	12-LOX inh	RGS4 inh	LDHA block	ERG Ets-DNA blk	Anesthetic bind
1	COc1ccc(/C=C/C(=O)Nc2ccc3nc4n(c(=O)c3c2)CCCC4)cc1	19%	-24%	-2	-17%	-8%
2	CCN(CC)c1ccc(C=C(c2nnnn2-c2ccc(C)cc2)c2nnnn2-c2ccc(C)cc2)cc1	-2%	-3%	2	7%	-10%
3	COc1ccc(S(=O)(=O)N2CCCCC2)cc1NC(=O)[C@@H]1CCCN1C(=O)c1cccs1	4%	-48%	-7	/	/
4	CCS(=O)(=O)C1=NN2C(=N)/C(=C\c3ccc(OC(=O)c4ccco4)c(OC)c3)C(=O)N=C2S1	-19%	-41%	-2	2%	-16%
5	O=c1c2sc3ccccc3c2n(Cc2ccc(F)cc2)c(=O)n1Cc1ccco1	-4%	3%	-10	2%	-4%
6	COc1ccc(C2N(c3cc(C)on3)C(=O)C3CCCN32)cc1OC (stereo not given)	?	15%	-10	3%	-6%
7	CCOC(=O)C(NC(=O)c1ccccc1)(Nc1cc(C)on1)C(F)(F)F (stereo not given)	0%	-7%	-4	5%	36%[activator]
8	C=CCOC(=O)C1=C(C)OC(N)=C(C#N)C1c1c(C)nn(-c2ccccc2)c1Cl (stereo not given)	?	18%	-5	-4%	?
9	CC(=O)c1ccccc1OCc1ccc(C(=O)c2ccccc2)cc1	10%	-9%	0	3%	?
10	CCCCN(C(=O)c1ccc2c(c1)NC(=O)CS2)c1ccccc1	109%[activator]	-20%	-2	-3%	/
11	Cc1ccc(CNC(=O)c2c[nH]c3ccc(S(=O)(=O)N4CCOCC4)cc3c2=O)cc1	?	-31%	4	-15%	-4%
12	Cc1nnc(SCCn2c(N3CCCCCC3)nc3c2c(=O)[nH]c(=O)n3C)s1	0%	8%	3	-3%	-10%
13	Cc1noc(C)c1C(=O)Nc1nc(-c2cc(F)ccc2F)cs1	-15%	10%	-14	5%	/
14	COc1cccc2c1C(=O)c1c(O)c3c(c(O)c1C2=O)CC(O)(C(C)=O)CC3OC1CC(N(C)C)C(O)C(C)O1 (stereo not given)	5%	18%	27	1µM*	/
15	CCOC(=O)C1CSC(CC(=O)Nc2ccc(OC(F)(F)F)cc2)C(=O)N1 (stereo not given)	-15%	27%	-5	11%	2%

item	Pol eta inh	APE1 inh	POLB inh	POLK inh
1	10%	15%	15%	4%
2	-13%	-3%	-23%	12%
3	-7%	-3%	/	-15%
4	79µM*	-21%	-25%	-30%
5	5%	/	27%	-4%
6	7%	0%	19%	-11%
7	5%	3%	-18%	3%
8	-21%	-4%	-11%	-8%
9	-17%	6%	18%	6%
10	-19%	-17%	/	10%
11	-9%	/	?	-12%[60.1 µM]
12	-9%	13%	-3%	2%
13	-2%	-5%	/	-3%
14	11µM*	/	/	?
15	-4%	-1%	36%	-6%

Fetched by compound from above:
item	SMILES	12-LOX inh	RGS4 inh	LDHA block	ERG Ets-DNA blk	Anesthetic bind
9	CC(=O)c1ccccc1OCc1ccc(C(=O)c2ccccc2)cc1	10%	-9%	0	3%	?
11	Cc1ccc(CNC(=O)c2c[nH]c3ccc(S(=O)(=O)N4CCOCC4)cc3c2=O)cc1	?	-31%	4	-15%	-4%
14	COc1cccc2c1C(=O)c1c(O)c3c(c(O)c1C2=O)CC(O)(C(C)=O)CC3OC1CC(N(C)C)C(O)C(C)O1 (stereo not given)	5%	18%	27	1µM*	/

item	Pol eta inh	APE1 inh	POLB inh	POLK inh
9	-17%	6%	18%	6%
11	-9%	/	?	-12%[60.1 µM]
14	11µM*	/	/	?

Following part
item	SMILES	12-LOX inh	RGS4 inh	LDHA block	ERG Ets-DNA blk	Anesthetic bind
16	COc1ccc(CN2C(=O)c3ccccc3C2=O)cc1C(=O)O	-38%	-24%	-5	-1%	-7%
17	CC(C)(C)C(=O)c1cn(CC(=O)NCc2ccc3c(c2)OCO3)c2ccccc12	-7%	-17%[11.4 µM]	-4	0%	?
18	CC(C)(Oc1ccc(Cl)cc1)C(=O)OCc1nc2ccsc2c(=O)[nH]1	-9%&-20%	-6%	-4&1	-3%	/
19	CCN(c1ccccc1)S(=O)(=O)c1ccc(NC(=O)C(C)(C)C)cc1	-10%	-21%	-4	-4%	?
20	O=C(COC(=O)c1ccccc1Oc1ccccc1)NC1CC1	0%	7%	-10	2%	-5%
21	COc1ccccc1NS(=O)(=O)c1ccc(C)c(NC(=O)NC2CCCCC2)c1	-14%	7%	-2	3%	-12%
22	Cc1ccc(-c2nc3ncccc3o2)cc1NC(=O)c1cc2ccccc2o1	0%	-1%	-7	3%	-19%
23	O=C(C1COc2ccccc2O1)N(Cc1cccnc1)c1nc2ccc(Cl)cc2s1 (stereo not given)	-11%&-8%	-36%	7&2	-2%	-20%
24	CCOC(=O)CC(NC(=O)CCc1c(C)nc2ncnn2c1C)c1ccc(OC(C)C)cc1 (stereo not given)	2%&-24%	1%&-9%	-8&-1	6%&5%	-7%&-3%
25	O=C(NCc1ccccc1)C1=C[C@@H](C2CCCCC2)C[C@@H](OCc2ccc(CO)cc2)O1	?	14%	0	11%	54%[activator]
26	Cc1c(NS(=O)(=O)c2cccs2)cccc1-c1nc2cccnc2s1	?	12%	-7	7%	?
27	COc1ccc(Cc2nnc(N/N=C/c3ccc(Br)cc3)[nH]c2=O)cc1OC	27%	0%[56.9 µM]	-3	-1%	-13%
28	O=Cc1ccc(OC2OCCOC2Oc2ccc(C=O)cc2)cc1 (stereo not given)	-4%	1%	-1	10%	-8%
29	COc1cccc(Nc2nc(-c3sc(N)nc3C)cs2)c1	?	?	7	-4%	-1%
30	NC(=O)c1nsc(C(=O)N(c2cccc(F)c2)C(C(=O)NCc2ccccc2)c2ccc(O)cc2)c1N (stereo not given)	?	-15%	4	7%	-6%

item	Pol eta inh	APE1 inh	POLB inh	POLK inh
16	-10%	6%	5%	1%
17	-15%	0%	-12%	-3%
18	-7%	2%	/	-2%
19	-5%	1%	-19%	-2%
20	-20%	2%	12%	-16%
21	-6%	0%	2%	-12%
22	?	0%	33%	-1%
23	-3%	/	3%	-7%[60.1 µM]
24	-19%&-19%	-2%	23%&24%	4%&-8%
25	-17%	-11%	15%	-7%
26	-4%	-2%	?	1%
27	-10%	2%	19%	-3%
28	-19%	3%	3%	-4%
29	-17%	-5%	?	-1%
30	-10%	0%	-20%	-12%

Next section.
item	SMILES	12-LOX inh	RGS4 inh	LDHA block	ERG Ets-DNA blk	Anesthetic bind
31	Cc1cc(Cl)c(S(=O)(=O)Nc2ccc(S(=O)(=O)N3CCOCC3)cc2)cc1OCC(N)=O	-16%	15%	1	1%	-2%
32	COc1ccc(/C=C2\COc3ccccc3C2=O)c(OC)c1	-58%	-16%	5	-1%	-9%
33	O=C(Nc1ccc(Br)cc1)N1CCCCCC1	0%	3%	-6	-4%	?
34	COc1ccccc1Nc1ncc(C(C)=O)c(C)n1	332%[activator]	3%	-2	1%	-7%
35	CN(CCc1ccccn1)C(=O)c1ccc(OC(F)(F)F)cc1	1%	-14%	-5	4%	5%
36	CCN1CCN(CCCNC(=O)c2ccc(NC(=O)C3=C(C)OCCS3)cc2)CC1	11%	-37%[56.9 µM]	-1	-2%	-10%
37	O=C(NCc1ccco1)C1Cc2cc(Cl)ccc2O1 (stereo not given)	2%	-4%	-7	14%	-11%
38	O=C(Nc1cccnc1)C1=NN(C2CCS(=O)(=O)C2)C(=O)CC1 (stereo not given)	6%	-7%	-3	4%	-3%
39	CCOC(=O)c1sc2nc[nH]c(=O)c2c1C	449%[activator]	9%	-6	2%	-12%
40	Cc1cccc(N=C2C(=O)Nc3c(Cl)cccc32)c1	6%	3%	33	-9%	-11%
41	Cc1ccc(CN2C(=O)CCC2C(=O)NCCN2CCN(c3cccc(Cl)c3)CC2)cc1 (stereo not given)	5%	-9%	-2	-6%	-3%

item	Pol eta inh	APE1 inh	POLB inh	POLK inh
31	-5%	1%	2%	9%
32	-17%	-19%	24%	-7%
33	1%	16%	3%	10%
34	-13%	16%	33%	6%
35	-1%	-8%	27%	-9%
36	-1%	2%	4%	-1%
37	-7%	17%	0%	-3%
38	-19%	4%	-19%	-3%
39	-7%	0%	-5%	0%
40	-4%	12%	2%	-12%
41	-14%	3%	2%	4%

Sorted by count of non-hydrogen atoms (ascending): part of the list above
item	SMILES	12-LOX inh	RGS4 inh	LDHA block	ERG Ets-DNA blk	Anesthetic bind
39	CCOC(=O)c1sc2nc[nH]c(=O)c2c1C	449%[activator]	9%	-6	2%	-12%
33	O=C(Nc1ccc(Br)cc1)N1CCCCCC1	0%	3%	-6	-4%	?
36	CCN1CCN(CCCNC(=O)c2ccc(NC(=O)C3=C(C)OCCS3)cc2)CC1	11%	-37%[56.9 µM]	-1	-2%	-10%

item	Pol eta inh	APE1 inh	POLB inh	POLK inh
39	-7%	0%	-5%	0%
33	1%	16%	3%	10%
36	-1%	2%	4%	-1%

From PubChem
